Screens from PubChem.
PLC-beta3 inh: human PLC-beta3 inhibitors, primary screen, biochemical, fluorescence. 1-phosphatidylinositol 4,5-bisphosphate phosphodiesterase beta-3 (Homo sapiens), Q01970. Purified PLC-beta3, fluorogenic substrate. inhibition, % at 12.2 µM. actives 0.18% (n = 370,000). AID 720704, 2013; in the data active = inhibition above about 11%;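 note: 0% = median of compound wells on plate and 100% = full blocker control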
DAX1 inh-1: DAX1 (NR0B1) inhibitors on StAR promoter, primary screen, cell-based, luminescence, SF-1 (NR5A1), full-length DAX-1 | actives 1.1% (n = 370,000) | inhibition, % at 6.8 µM | HEK293T StAR-luciferase reporter, SF-1/DAX-1 repression relief | AID 652010, 2013;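 active = inhibition above the mean over all tested compounds plus 3 SD, cut at about 3.6% in these data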;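 note: 0% = DAX-1 cells with DMSO and 100% = cells lacking DAX-1 with DMSO; higher inhibition means more luminescence from relief of DAX-1 repression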
ssDAF-12 act: S. stercoralis DAF-12 nuclear receptor activators, primary screen, cell-based, luminescence, HEK293, GRIP1 co-expression, lit1-tk-luc | HEK293 ssDAF-12/GRIP1 lit1-tk-luc reporter; % of 3 µM dafachronic acid response | Nuclear hormone receptor DAF-12 (Strongyloides stercoralis) | actives 1% (n = 370,000) | AID 652126, 2013 | activation, % at 6.8 µM;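 active = activation above the mean over all tested compounds plus 3 SD, cut at about 0.9% in these data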;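 note: 0% = DMSO-only wells and 100% = 3 µM delta7-dafachronic acid wells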
Rev-erbA mod: modulators of Rev-erb alpha DNA binding, primary screen, biochemical, FITC-DNA, fluorescence polarization, uHTS. Rev-erbα–FITC-DNA binding, 90 min. AID 1259318, 2017. activity, % at 10 µM. actives 0.79% (n = 370,000);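 active = activity above about 14%, limit read from the data; passing the limit was not always enough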;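 note: 0% = DMSO wells with 35 nM protein and 100% = DMSO wells with 750 nM protein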
DAX1 inh-2: DAX1 (NR0B1) inhibitors, primary screen, cell-based, HEK293, Gal4-DAX1, luciferase luminescence; Nuclear receptor subfamily 0 group B member 1 (Homo sapiens), P51843; HEK293 Gal4-DAX1 luciferase reporter; inhibition, % at 6.75 µM; actives 0.99% (n = 340,000); AID 504766, 2011;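 active = inhibition above the mean over all tested compounds plus 3 SD, cut at about 4.2% in these data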;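 note: 0% = DAX1-transfected cells with DMSO and 100% = empty-vector control cells with DMSO; inhibition shows as a rise in luminescence from relieved DAX1 repression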
Target sequence (P51843 207-470 limits assumed): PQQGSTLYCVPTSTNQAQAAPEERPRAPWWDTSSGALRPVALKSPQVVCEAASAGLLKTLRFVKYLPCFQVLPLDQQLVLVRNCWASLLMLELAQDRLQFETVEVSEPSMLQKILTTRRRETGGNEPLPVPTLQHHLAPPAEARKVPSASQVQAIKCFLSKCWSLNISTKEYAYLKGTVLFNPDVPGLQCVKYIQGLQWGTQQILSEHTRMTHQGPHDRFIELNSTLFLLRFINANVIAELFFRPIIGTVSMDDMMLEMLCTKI
MBD2 inh: inhibitors of MBD2 binding to methylated DNA, primary screen, biochemical, TR-FRET, DNA-binding domain, human. inhibition, % at 4.4 µM. actives 0.31% (n = 370,000). Methyl-CpG-binding domain protein 2 (Homo sapiens), Q9UBB5. MBD2 binding to methylated oligonucleotide; in the data active = inhibition above about 13%
hgDAF-12 ag: H. glycines DAF-12 receptor agonists, primary screen, cell-based, luminescence, HEK293, GAL4 fusion, UAS-luciferase. actives 1.8% (n = 370,000). activation, % at 6.8 µM. Nuclear hormone receptor DAF-12 (Heterodera glycines), GAL4 fusion. HEK293 GAL4-hgDAF12 UAS-luciferase reporter, agonist luminescence; normalized to butyrate control;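 active = activation above a cutoff set at the mean of all screened compounds plus 3 SD, cut at about 10% in these data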;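 note: 0% = DMSO wells and 100% = sodium butyrate wells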
ADAM17 inh: ADAM17 inhibitors, primary screen, biochemical, QFRET | Disintegrin and metalloproteinase domain-containing protein 17 (Homo sapiens), P78536 | recombinant ADAM17, EDANS/DABCYL FRET peptide cleavage | inhibition, % at 6.95 µM | actives 0.83% (n = 370,000);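 active = inhibition above the mean of compounds lying between control limits plus 3 SD, set per campaign, cut at about 8.5% in these data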;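 note: 0% = DMSO-only wells as the low control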
Target sequence (P78536 215-824 limits assumed): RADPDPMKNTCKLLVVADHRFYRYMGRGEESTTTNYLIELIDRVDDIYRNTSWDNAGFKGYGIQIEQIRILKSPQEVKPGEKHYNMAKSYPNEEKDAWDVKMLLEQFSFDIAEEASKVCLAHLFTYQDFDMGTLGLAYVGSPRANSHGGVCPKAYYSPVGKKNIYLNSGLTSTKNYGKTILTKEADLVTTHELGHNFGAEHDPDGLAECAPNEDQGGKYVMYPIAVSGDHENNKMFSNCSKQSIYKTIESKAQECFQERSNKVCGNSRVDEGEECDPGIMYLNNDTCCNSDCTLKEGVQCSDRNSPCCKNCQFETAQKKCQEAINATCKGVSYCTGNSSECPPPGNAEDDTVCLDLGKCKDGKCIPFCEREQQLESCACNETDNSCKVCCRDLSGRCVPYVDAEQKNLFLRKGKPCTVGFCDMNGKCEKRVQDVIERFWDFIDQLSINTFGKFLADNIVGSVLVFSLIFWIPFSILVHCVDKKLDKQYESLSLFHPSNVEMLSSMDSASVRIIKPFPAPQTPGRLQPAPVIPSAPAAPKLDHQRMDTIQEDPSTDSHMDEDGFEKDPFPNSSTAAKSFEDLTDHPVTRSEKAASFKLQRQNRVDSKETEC
PLCg1 inh: PLC-gamma1 enzyme inhibitors, primary screen, biochemical, fluorescence, purified enzyme | 1-phosphatidylinositol 4,5-bisphosphate phosphodiesterase gamma-1 (Homo sapiens), P19174 | fluorogenic substrate | inhibition, % at 12.2 µM | actives 0.84% (n = 370,000); in the data active = inhibition above about 9.5%
hcDAF-12 act: H. contortus DAF-12 nuclear receptor activators, primary screen, cell-based, luminescence, HEK293, lit1-tk-luc reporter; HEK293 hcDAF-12 lit1-tk-luc reporter; 0% DMSO, 100% Δ7-dafachronic acid; activation, % at 6.8 µM; actives 1.4% (n = 370,000);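 active = activation above the mean of all tested compounds plus 3 SD, cut at about 5.5% in these data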;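 note: 100% = response to 3 µM Δ7-dafachronic acid high control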
SMARCA2 act: SMARCA2 (BRM) function activators, primary screen, cell-based, luminescence, high throughput | AID 652017, 2013 | actives 1% (n = 370,000) | MG213 cells, MMTV-luciferase reporter, dexamethasone, overnight | activation, % at 9.1 µM; in the data active = activation above about 7.8%;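 note: 0% = vehicle wells and 100% = reference activator wells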
* = called active by the depositor; / = not tested or not shown.

SMILES | PLC-beta3 inh | DAX1 inh-1 | ssDAF-12 act | Rev-erbA mod | DAX1 inh-2 | MBD2 inh | hgDAF-12 ag | ADAM17 inh | PLCg1 inh | hcDAF-12 act | SMARCA2 act
Nc1ncnc2c1ncn2[C@@H]1O[C@H](C(=O)Nc2ccc(C(=O)N3CCCCC3)cc2)[C@@H](O)[C@H]1O | 1.4 | 0.1 | -0.9 | -6.2 | / | -5.2 | -3.4 | -0.8 | 0.2 | -0.8 | -2.4
O=C(CCS(=O)(=O)c1ccccc1)Nc1ccc(N2CCN(Cc3ccccc3)CC2)cc1 | -3.5 | -1.1 | -0.7 | -6.1 | -0.5 | 3.0 | -1.4 | -2.0 | 1.5 | -1.3 | -2.8
Cc1ccc2c(c1)N(C(=O)CCC(=O)NCCCN1CCOCC1)CCO2 | 3.4 | -0.4 | -1.0 | 4.3 | -1.4 | 1.6 | 2.1 | 1.6 | 2.1 | 1.0 | -3.1
CC(=O)Nc1cccc(N2CCCC2=O)c1 | -1.1 | 0.3 | -0.8 | 6.0 | -0.5 | 0.7 | -1.8 | 0.1 | 2.0 | -0.8 | 6.7
CC(C)(C)c1cc(NC(=O)c2cccnc2)no1 | 2.4 | 0.9 | -0.2 | 3.9 | 1.0 | 1.8 | 8.6 | -3.5 | -2.3 | 0.8 | 1.0
O=C(CSCc1c(Cl)cccc1Cl)Nc1ccc2c(c1)OCO2 | -2.4 | 0.9 | -0.8 | -2.3 | 0.1 | -2.8 | -0.3 | 0.7 | 2.4 | -0.8 | -4.4
CCCCCCNC(=O)N1C/C=C\C(c2ccc(OC)cc2)N(Cc2ccc(F)cc2)C(=O)C1 (stereo unspecified) | 2.5 | 0.2 | -2.0 | 3.0 | -0.3 | -0.1 | -1.0 | 1.8 | 2.1 | -1.6 | -0.1
CCOc1ccc(S(=O)(=O)N2CCN(c3ccccc3)CC2)c2cccnc12 | -3.2 | -0.9 | -1.1 | 1.3 | 0.4 | 0.0 | -1.2 | -5.2 | -2.3 | -1.8 | -3.7
CCOC(=O)c1ccc(NC(=O)Nc2cc(C)on2)cc1 | 0.3 | -1.1 | -1.4 | 3.2 | -0.6 | 3.8 | 0.5 | -5.2 | 2.2 | -1.7 | 0.0
COc1cc(/C=C2\SC(=N)N(c3ccc4c(c3)OCO4)C2=O)cc(OC)c1O | -11.5 | 0.6 | -1.8 | -23.5 | -0.9 | 2.6 | -0.5 | -0.8 | -15.0 | -1.0 | 0.9
CC1(C)CC2(CCO1)OC(=O)CC2C(=O)Nc1ccc(Cl)cc1[N+](=O)[O-] (stereo unspecified) | -3.9 | 0.3 | -1.4 | 2.4 | 2.2 | -1.3 | 0.4 | 0.1 | 2.7 | -1.0 | 0.9
Cc1ccc(C(C)C)c(OCC(=O)N/N=C/c2cccn2C)c1 | -10.3 | 0.1 | -1.9 | 5.9 | -0.9 | -0.8 | 1.9 | -2.9 | -1.7 | -1.1 | -3.7
NC(=S)NN=C1c2ccccc2-c2ccccc21 | -43.3 | -0.9 | -2.1 | 6.9 | -2.5 | 0.7 | -3.3 | 4.0 | -35.4 | -3.5 | 0.1
CNC(=O)/C(C#N)=C\c1cc(C)n(-c2ccc(N3CCOCC3)cc2)c1C | -41.9 | -1.1 | -1.9 | 0.3 | -1.1 | -0.6 | -7.5 | -6.9 | -34.3 | -4.3 | -0.5
Cc1ccc2cc(CCl)c(Cl)nc2c1 | -1.5 | -0.3 | 0.2 | -0.1 | 2.1 | 3.2 | 0.8 | -3.1 | -2.5 | 2.3 | -1.2

Three of these compounds, reformatted:
| Compound | PLC-beta3 inh | DAX1 inh-1 | ssDAF-12 act | Rev-erbA mod | DAX1 inh-2 | MBD2 inh | hgDAF-12 ag | ADAM17 inh | PLCg1 inh | hcDAF-12 act | SMARCA2 act |
| --- | --- | --- | --- | --- | --- | --- | --- | --- | --- | --- | --- |
| Cc1ccc2c(c1)N(C(=O)CCC(=O)NCCCN1CCOCC1)CCO2 | 3.4 | -0.4 | -1.0 | 4.3 | -1.4 | 1.6 | 2.1 | 1.6 | 2.1 | 1.0 | -3.1 |
| CC(=O)Nc1cccc(N2CCCC2=O)c1 | -1.1 | 0.3 | -0.8 | 6.0 | -0.5 | 0.7 | -1.8 | 0.1 | 2.0 | -0.8 | 6.7 |
| CC(C)(C)c1cc(NC(=O)c2cccnc2)no1 | 2.4 | 0.9 | -0.2 | 3.9 | 1.0 | 1.8 | 8.6 | -3.5 | -2.3 | 0.8 | 1.0 |

Next structures:
SMILES | PLC-beta3 inh | DAX1 inh-1 | ssDAF-12 act | Rev-erbA mod | DAX1 inh-2 | MBD2 inh | hgDAF-12 ag | ADAM17 inh | PLCg1 inh | hcDAF-12 act | SMARCA2 act
O=C(Nc1ccccc1)C1=C[C@@H](c2ccc(C(F)(F)F)cc2)C[C@@H](OCc2ccc(CO)cc2)O1 | 3.1 | -0.7 | -1.1 | 1.7 | -0.5 | 6.1 | -0.9 | 11.2* | 6.7 | -1.5 | 0.5
COc1ccc([N+](=O)[O-])cc1NS(=O)(=O)c1cccc(C(=O)OC2CCOC2=O)c1 (stereo unspecified) | -8.9 | 0.0 | -1.4 | 1.2 | 0.8 | 3.2 | -0.1 | -1.2 | -0.5 | 0.8 | -0.6
O=c1c2ccc(F)cc2sn1-c1ccccc1 | 1.4 | 1.3 | -0.6 | -0.5 | 0.1 | 1.2 | 5.9 | -0.6 | 3.4 | 2.4 | 4.3
COc1ccc([C@H]2/C=C\CN(C(=O)c3ccccc3)[C@@H](C)C(=O)N2Cc2ccc(F)cc2)cc1 | -0.8 | -0.3 | -1.0 | -1.2 | 0.9 | -2.7 | -0.8 | -1.6 | 4.0 | -2.1 | -1.3
CCn1cc(Br)c(C(=O)Nc2ccc(Cl)c(Cl)c2)n1 | -1.4 | 0.0 | 0.1 | 0.5 | 2.3 | -3.9 | 5.3 | -3.2 | -1.5 | 0.6 | -3.9
O=c1c(Cc2ccc(Cl)cc2Cl)c(O)ccn1Cc1ccc(Cl)cc1 | -1.2 | 0.3 | -1.0 | 6.3 | 1.2 | -6.7 | -0.4 | 10.8* | 4.0 | -1.5 | 1.2
CC(=O)N1CCC(=NNS(=O)(=O)c2cccc([N+](=O)[O-])c2)CC1 | -0.8 | 0.2 | -1.1 | -7.8 | 0.5 | -2.1 | -1.7 | -3.7 | 2.7 | -0.6 | -4.5
COc1ccc(/C=C/C(=O)NC(=S)Nc2ccc(S(=O)(=O)Nc3ccc(OC)nn3)cc2)cc1 | 0.4 | 0.3 | -1.1 | -5.7 | -1.0 | 2.8 | 0.1 | -4.5 | -1.7 | -1.8 | -1.4
Clc1ccc2ccc3cccnc3c2n1 | 3.3 | 0.1 | -0.9 | -1.9 | -1.4 | -4.0 | 3.2 | -1.9 | 2.4 | -1.3 | 0.4
CCOC(=O)N1CCN(C(=S)Nc2cccc(C)c2)CC1 | -2.6 | 0.9 | -1.4 | 2.5 | 0.1 | 0.7 | 0.9 | -2.4 | 0.0 | -1.8 | -1.5
CC(=O)Nc1csc2ccccc12 | -3.2 | 1.5 | -0.1 | 2.3 | 0.1 | 2.2 | 2.9 | 0.0 | -1.7 | 2.2 | -2.6
Cc1cccc(C(=O)OCC(=O)c2csc(N3CCCCC3)n2)c1[N+](=O)[O-] | -11.9 | 0.8 | -1.0 | -4.6 | 0.1 | 0.7 | 0.2 | -0.1 | -3.9 | 1.0 | -4.4
O=C(NCc1ccc(Cl)cc1Cl)c1ccccn1 | 1.6 | -0.9 | -1.4 | 2.7 | 0.0 | -5.8 | -0.1 | -0.1 | -1.4 | -2.4 | -2.6
O=C(NCC1CCN(S(=O)(=O)c2ccccc2)CC1)Nc1ccc(F)cc1F | -10.1 | -0.3 | -1.6 | 0.8 | -0.7 | -3.0 | -1.8 | -5.0 | -0.7 | -2.6 | -5.7
CC1(C)CC(=O)CC(C2(O)C(=O)N(Cc3ccccc3)c3ccccc32)O1 (stereo unspecified) | 1.5 | 0.8 | -1.2 | 3.0 | 0.2 | 2.1 | 1.8 | -0.8 | -1.4 | -1.8 | -1.8
CCCCOc1ccc(C(=O)NCC(=O)N(C)CC(=O)Nc2ccc(N3CCOCC3)cc2)cc1 | -2.6 | -3.4 | -1.9 | 3.0 | -1.8 | -3.2 | 3.2 | -1.1 | 0.0 | -2.3 | -1.6
CCOC(=O)c1ccc(NC(=O)Cn2nc(C)c3ccccc3c2=O)cc1 | -12.6 | -0.7 | -1.1 | -3.4 | 1.9 | 4.7 | -3.6 | 1.1 | 3.5 | -1.3 | -2.3
COc1ccc(-c2c(C)n([O-])c(C)c(-c3ccccc3)[n+]2=O)cc1OC | 1.2 | -0.7 | -1.5 | -3.2 | 1.1 | -3.8 | -0.2 | -1.5 | -1.8 | -0.8 | -1.7
CCOC(=O)c1c(NC(=O)C2CCCN2S(=O)(=O)c2cccc3nsnc23)sc(C)c1C (stereo unspecified) | -6.8 | -0.8 | -1.6 | -1.1 | -0.9 | 0.9 | 0.0 | -4.4 | 1.3 | 0.8 | -3.2
COc1ccccc1NS(=O)(=O)CC12CCC(CC1=O)C2(C)C (stereo unspecified) | 0.8 | 0.3 | -0.6 | 1.1 | -0.9 | 0.7 | 0.7 | -0.6 | 1.5 | -1.0 | 0.9
O=C(CN1CCN(Cc2ccc(Cl)cc2)C1=O)NCc1cccs1 | -7.5 | 0.8 | -1.7 | -1.4 | 0.1 | -0.1 | 4.7 | -6.0 | 0.4 | -2.1 | -1.2
COc1ccc(Cc2c(-c3cccc(Br)c3)nc3cc(C)c(Br)c(C)n23)c(C)c1 | -7.5 | -2.3 | 0.5 | 0.2 | / | 5.6 | -6.7 | -7.0 | -4.3 | 4.5 | 0.1
CSc1nnc2n(C)c3c(c(=O)n12)C1(CCCC1)Cc1ccccc1-3 | -29.5 | 0.0 | -1.4 | 2.2 | 1.2 | 3.8 | -1.2 | -2.4 | -23.0 | 0.8 | -0.4
CCOC(=O)c1ccc(NC(=S)N2CCN(c3ccccn3)CC2)cc1 | -4.6 | 0.1 | -0.4 | 26.1* | 0.8 | 1.5 | -0.1 | -0.2 | 0.8 | 1.2 | -1.1
CCOC(=O)c1ccc(NC(=O)OC[C@@H]2CSCCS(=O)(=O)N2)cc1 | -1.0 | -2.1 | -0.9 | -2.0 | / | 1.7 | -2.9 | -3.8 | -0.8 | 1.8 | -6.8

Compounds were not picked by outcome; 7.4% or so of the library scored in one or more.
